Compound activity (PubChem BioAssay)
POLK inh = DNA polymerase kappa (human) inhibition; Q9UBT6; purified Pol kappa, fluorescent DNA synthesis assay, 10 min; Potency, µM (top dose mostly 107 µM), for the others: at the top dose activity, negative = inhibition, most hits filed as inhibitors; hit rate 0.53% among 400,000; also: potency is read from the fitted curve at half-maximal effect; % is scaled to controls: 0 for no effect and ±100 for the full control effect
Target sequence (Q9UBT6 whole entry, looked up): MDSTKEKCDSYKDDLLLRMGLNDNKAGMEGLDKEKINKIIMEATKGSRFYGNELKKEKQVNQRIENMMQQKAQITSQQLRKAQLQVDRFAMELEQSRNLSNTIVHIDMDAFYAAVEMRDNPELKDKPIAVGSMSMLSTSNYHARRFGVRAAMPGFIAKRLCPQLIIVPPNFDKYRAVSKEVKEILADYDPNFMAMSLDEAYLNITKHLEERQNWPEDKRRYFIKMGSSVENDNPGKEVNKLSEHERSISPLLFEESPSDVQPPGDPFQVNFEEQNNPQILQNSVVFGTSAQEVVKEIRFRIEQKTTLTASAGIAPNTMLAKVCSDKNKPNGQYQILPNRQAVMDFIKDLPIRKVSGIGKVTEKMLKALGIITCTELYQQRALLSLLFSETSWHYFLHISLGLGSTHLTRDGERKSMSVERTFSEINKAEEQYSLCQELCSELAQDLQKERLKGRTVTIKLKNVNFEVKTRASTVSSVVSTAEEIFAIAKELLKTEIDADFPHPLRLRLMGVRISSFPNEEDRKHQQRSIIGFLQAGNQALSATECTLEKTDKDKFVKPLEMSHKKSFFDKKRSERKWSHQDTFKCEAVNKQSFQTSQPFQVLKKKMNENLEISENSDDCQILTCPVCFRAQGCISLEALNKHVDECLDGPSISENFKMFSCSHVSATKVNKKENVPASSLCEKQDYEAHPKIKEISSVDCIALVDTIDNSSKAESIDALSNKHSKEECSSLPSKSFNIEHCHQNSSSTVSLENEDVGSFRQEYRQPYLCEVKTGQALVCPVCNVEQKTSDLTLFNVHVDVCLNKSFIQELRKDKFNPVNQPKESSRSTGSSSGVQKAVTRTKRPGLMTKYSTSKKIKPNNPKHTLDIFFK
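First, compounds were pin-transferred onto 10 nM Pol kappa. After 15 min at room temperature, substrate was added to 50 nM final. Fluorescence was then measured kinetically at 0 and 10 min.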
12-LOX inh = blocks human arachidonate 12S-lipoxygenase; P18054; hit rate 1.1% among 580,000; Potency, µM (top dose mostly 108 µM), for the others: at the highest dose activity change, negative = inhibition, hits mostly inhibitors; AID 1671190; purified 12hLO, xylenol orange hydroperoxide absorbance; also: potency is read from the fitted curve at half-maximal effect; % is scaled to controls: 0 for no effect and ±100 for the full control effect
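Hydroperoxide product was detected by ferrous iron/xylenol orange as the 573 to 405 nm absorbance ratio. Arachidonic acid at 40 uM (final) was turned over for 30 min at room temperature by 150 nM human 12hLO, pH 7.0 Hepes buffer, after 15 min compound preincubation.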
APEX1 inh = inhibitors of human APE1 endonuclease; P27695; recombinant APE1, TAMRA/BHQ-2 abasic DNA cleavage fluorescence; Potency, µM (top dose mostly 65.8 µM), without a hit: top-dose activity change, negative = inhibition, actives largely listed as inhibitors; hit rate 0.35% among 350,000; AID 2517;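 also: potency is read from the fitted curve at half-maximal effect; plate controls were vehicle for no effect and reference inhibitor for full effect; nearly all actives have a fitted effect of over 55% in size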
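Activity was derived from the fluorescence gain between first and third kinetic reads (60 s intervals, ex 525/em 598 nm) after 50 nM THF-abasic TAMRA/BHQ-2 duplex was added to 0.75 nM APE1 preincubated 15 min with compound.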
Apoferritin bind = candidate novel general anesthetic via apoferritin binding | P02791 | apoferritin/1-aminoanthracene competitive binding, fluorescence | Potency, µM (highest dose often 77.5 µM), inactives show at the top dose activity change, negative = displacement, hits mostly inhibitors | hit rate 0.074% among 350,000; also: potency is read from the fitted curve at half-maximal effect; % is scaled to controls: 0 for no effect and ±100 for the full control effect; nearly all actives have a fitted effect of over 20% in size
Target sequence (P02791 2-175 limits assumed): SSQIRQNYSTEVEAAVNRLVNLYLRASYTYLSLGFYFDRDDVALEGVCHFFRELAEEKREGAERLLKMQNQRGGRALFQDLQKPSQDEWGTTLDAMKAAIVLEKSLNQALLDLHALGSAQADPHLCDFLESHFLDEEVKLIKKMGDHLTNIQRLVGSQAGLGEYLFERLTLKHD
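Horse-spleen apoferritin (10 uM) in 50% saturated 1-aminoanthracene in PBS was incubated 10 min at room temperature with compound. Fluorescence (ex 380, em 535 nm) was normalized to free and bound 1-AMA, with concentration-response fitted by a four-parameter Hill equation.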
RGS4 inh = inhibitors of human regulator of G protein signaling 4; Potency, µM (top dose mostly 114 µM), for inactives: top-dose activity change, negative = inhibition, actives largely listed as inhibitors; P49798; Transcreener GDP fluorescence polarization, RGS4-accelerated GTP hydrolysis; hit rate 0.039% among 390,000; AID 504845; also: potency is read from the fitted curve at half-maximal effect; % is scaled to controls: 0 for no effect and ±100 for the full control effect; nearly all actives have a fitted effect of over 75% in size; some results filed as inactive show a strong effect at the top dose
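MLSMR compounds (23 nl, pin-transferred) preincubated 10 min at room temperature with a 500nM (2x) first reagent, then RGS4 at 900nM (2x) plus Transcreener GDP mix added; fluorescence polarization (620/688 nm) read before and after 90 min at 30 °C.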
POLB inh = blocks human DNA polymerase beta activity; P06746; Pol beta primer extension/strand displacement, fluorescence kinetic; Potency, µM (titrated, usually from 114 µM), for the others: top-dose activity change, negative = inhibition, most hits filed as inhibitors; hit rate 1.3% among 340,000; AID 485314; also: potency is read from the fitted curve at half-maximal effect; % is scaled to controls: 0 for no effect and ±100 for the full control effect
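Preincubation: enzyme (10 nM) with compound, 15 min, RT. Reaction: substrate added to 50 nM final. Reads: 0 and 10 min. Analysis: normalized, Hill fit.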
ERG Ets-DNA blk = ERG Ets/DNA interaction inhibition. P11308. fluorescence polarization, His-ERG Ets domain / labelled DNA. Potency, µM (titrated, usually from 76.9 µM), inactives show at the top dose FP activity, negative = inhibition, usual class: inhibitors. hit rate 0.028% among 370,000. AID 624246; active = well fitted inhibition curve with a large enough effect in the polarisation, with a control signal flat; inconclusive = small, poorly fitted or top-dose-only effect, or effect the other way, or a change in a side signal; inactive = no such curve, though single readings can be large or run the other way; the % refers to the polarisation;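 also: polarization taken with two DNA probes labelled with fluorescein and Texas red; potency is read from the fitted curve at half-maximal effect; % of control where 0% means no effect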
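His-tagged ERG Ets domain (1 uM in the protein solution; 300mM KCl, 50mM Tris-HCl, 1mM EDTA, 1mM DTT, pH 7.5) received compound, then a probe mix of 5 nM fluorescein-DNA and 100nM Texas-615-DNA. Fluorescence polarization was read for both dyes.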
LDHA inh = blocks human lactate dehydrogenase A; P00338; purified LDHA, NADH/diaphorase-resazurin fluorescence; stronger effect = lower value; activity change, % (values are at about 110 or 230 µM); hit rate 0.15% among 480,000; AID 1347041; in the data active = activity change below about -30%; inconclusive = mostly about -25% to -30%;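 also: plate controls were DMSO wells for no effect and wells without enzyme for full effect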
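Human LDH5 (2 nM) was incubated with 0.06 mM NADH and 0.2 mM pyruvate for 5 min at room temperature in Tris pH 7.4. Remaining NADH was coupled through diaphorase/resazurin, and resorufin fluorescence was read at 0 and 20 min.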
POLH inh = DNA polymerase eta (human) inhibition. Q9Y253. recombinant Pol eta, fluorescent DNA replication assay. Potency, µM (series often up to 114 µM), for inactives: at the highest dose activity change, negative = inhibition, most hits filed as inhibitors. hit rate 1.2% among 390,000; also: potency is read from the fitted curve at half-maximal effect; % is scaled to controls: 0 for no effect and ±100 for the full control effect
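Fluorescent replication assay: 50 nM final substrate added after a 15 min room-temperature compound preincubation with 10 nM enzyme. Signal taken at 0 min and again at 10 min.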
An asterisk follows results filed as active; ? = inconclusive; . = no result given; & = joins results of further samples; [ ] = remark or other dose. Unless noted, calls follow the shape of the dose curve; as a rule, active = well fitted curve in the direction sought with a large enough effect; inconclusive = small, poorly fitted or top-dose-only effect, or another doubt; inactive = no such curve, though single readings can be large; an effect the other way counts as inactive or inconclusive. Only part of the results is shown; rates above refer to the full screens.

1: CC(C)C(=O)Nc1ccc2c(c1)nc(CCN1CCN(C)CC1)n2C
2: Cc1ccc(CCN=c2c([N+](=O)[O-])nn(-c3ccccc3)n2O)cc1
3: CCOC(=O)c1c(C)c(C(=O)NCc2ccccc2OC)c(C)n1C
4: O=C(Nc1ccccc1)N1CCc2ccccc2C1
5: Cc1ccc(NC(=O)CCN2CCN(CCO)CC2)cc1Br
6: CC(C)CC(=NNC(=O)c1ccncc1)c1cc(Cl)ccc1O
7: CCCCNC(=O)c1ccc2c(=O)n(-c3ccccc3)c(=O)[nH]c2c1
8: Cn1c(=O)oc2cc(S(=O)(=O)N3CCC(C(=O)N4CCN(c5cccc(Cl)c5)CC4)CC3)ccc21
Screen / compound no.,1,2,3,4,5,6,7,8
POLK inh,-2%,-5%,-6%,-17%,18%,-8%,-3%,-10%
12-LOX inh,5%,1%,13%,0%[57.4 µM],?,-18%,-18%,-16%
APEX1 inh,3%,4%,0%,2%,0%,.,.,.
Apoferritin bind,0%,?,-17%,-19%,-1%,.,2%,52%
RGS4 inh,13%,-3%,-42%,-7%[11.4 µM],-10%,25%,-6%,15%
POLB inh,18%,-22%,36%,7%,6%,.,15%,13%
ERG Ets-DNA blk,6%,-8%,1%,-3%,4%,-6%,1%,-9%
LDHA inh,-1,-2,3,-2,2,-7,-6,-2
POLH inh,7%,-22%,-15%,-15%,-10%,-5%,-15%,-2%

9: Cc1cccc(NC(=O)c2cccc(N3C(=O)C4C5CCC(C5)C4C3=O)c2)c1C (centres undefined)
10: COc1cccc(CNc2ccc(F)c([N+](=O)[O-])c2)c1O
11: COc1ccc(Cn2c(CCC(=O)NCc3ccco3)nc3cccnc32)cc1
12: COc1ccc(NC(=O)CSc2nc3c(cc2C#N)CN(C)CC3)cc1
13: COc1ccc(CC(=O)Nc2nnc3n2CCS3)cc1
14: O=C(NNC(=O)c1ccncc1)Nc1cccc(C(F)(F)F)c1
15: COc1ccc(-c2ccnc3c(C#N)cnn23)cc1
16: Cc1ccc(S(=O)(=O)N(C)C)cc1NC(=O)COC(=O)c1ccc2c(c1)OCO2
Screen / compound no.,9,10,11,12,13,14,15,16
POLK inh,-9%,-15%,0%,-23%,-2%[60.1 µM],10%,-3%,-13%
12-LOX inh,-14%,?,6%,?,-28%,10%,-3%,-21%
APEX1 inh,15%,16%,-2%,5%,.,5%,6%,-4%
Apoferritin bind,?,?,-12%,-24%,-1%,-5%,123%[activator],6%
RGS4 inh,11%,12%,-21%,-14%,-4%,-14%,-19%,-21%
POLB inh,0%,38%,13%,101%,12%,-1%,-3%,5%
ERG Ets-DNA blk,1%,24%,-3%,-5%,-3%,-9%,10%,1%
LDHA inh,6,8,0,2,0,0,-5,-2
POLH inh,-10%,-6%,-10%,6%,-6%,-15%,12%,-9%

Just POLB inh, for some of the entries so far:
entry	mol	POLB inh
13	COc1ccc(CC(=O)Nc2nnc3n2CCS3)cc1	12%
10	COc1cccc(CNc2ccc(F)c([N+](=O)[O-])c2)c1O	38%
15	COc1ccc(-c2ccnc3c(C#N)cnn23)cc1	-3%

(further entries)
17: CC(Sc1ccsc1[N+](=O)[O-])C(=O)NCCc1ccc(Cl)cc1 (centres undefined)
18: Cn1c(=O)c2c(nc(SCc3ccc(F)cc3)n2C)n(C)c1=O
19: Cc1csc(=O)n1CC(=O)OC(C)C(=O)Nc1ccc(N(C)C)cc1 (centres undefined)
20: CN(Cc1ccccc1)C(=O)CCS(=O)(=O)c1ccc2c(c1)n(C)c(=O)c(=O)n2C
21: CC(C(=O)NCC1CCCCC1)N(C)CC(=O)Nc1ccc(N2CCOCC2)cc1 (centres undefined)
22: C[C@H](CO)N1C[C@H](C)[C@@H](CN(C)C(=O)Nc2ccc3c(c2)OCO3)Oc2c(cccc2N(C)C)C1=O
23: CCOC(=O)c1cnc2nc(Cc3ccccc3)[nH]n2c1=O
24: CCc1ccc(S(=O)(=O)c2nnn3c2nc(NC(C)C)c2cc(Cl)ccc23)cc1
Screen / compound no.,17,18,19,20,21,22,23,24
POLK inh,-14%,-10%,5%,-5%,-9%,-5%,-19%,-16%
12-LOX inh,-3%,-5%&-15%,6%,2%,13%,-5%,?,0%
APEX1 inh,-2%,16%,.,-6%,26%,4%,11%,.
Apoferritin bind,?,-12%,.,3%,-11%,.,-6%,2%
RGS4 inh,-10%,16%,-41%,-11%,-16%,7%,-32%,16%
POLB inh,?,12%,.,0%,24%,.,-15%,5%
ERG Ets-DNA blk,-1%,-14%,-10%,-15%,-2%,-2%,-1%,3%
LDHA inh,3,-6&-9,5,2,-2,9,-8,-5
POLH inh,-10%,-6%,-13%,8%,-23%,0%,-4%,-11%

25: CCn1cc(C(=O)Nc2cccc(Cl)c2)c2cc(OC)c(OC)cc2c1=O
26: Cc1ccccc1-c1nnc(-c2cccs2)o1
27: Clc1cccc(Cl)c1COn1nnc2ccccc21
28: CC(C)(C)n1ncc2c(=O)n(Cc3cccc(Cl)c3)cnc21
29: C/C(=C/c1ccccc1)C(=O)N1CCN(c2ccc(F)cc2)CC1
30: CN(C)CCN(C(=O)c1ccc(Br)s1)c1nc2cc3c(cc2s1)OCCO3
31: CC(=O)Nc1ccc(S(=O)(=O)N[C@@H](C)C(=O)OCC(=O)c2ccc(C)cc2)cc1
32: O=C1c2ccccc2C(=O)N1CC(O)COc1ccccc1Cl (centres undefined)
Screen / compound no.,25,26,27,28,29,30,31,32
POLK inh,-4%,-9%,-13%,-8%&11%,-5%,-2%,0%,-6%
12-LOX inh,-18%,27%,6%,-3%,1%,7%,?,7%
APEX1 inh,.,?,2%,22%&45%,-4%,-4%,-13%,-11%
Apoferritin bind,-22%,?,?,-21%,-14%,-21%,.,-17%
RGS4 inh,-7%,25%,21%,-13%,-17%,-12%,-1%,10%
POLB inh,20%,-16%,0%,27%,12%,-23%,.,1%
ERG Ets-DNA blk,2%,-14%,-30%,-9%,-10%,-9%,-12%,14%
LDHA inh,-10,-10,-4,-2,-8,-6,0,-4
POLH inh,-9%,-10%,-12%,?,-12%,1%,-11%,-4%

33: CCN1CCCc2cc(CN(CCN3CCOCC3)C(=S)Nc3ccc(OC)cc3)ccc21
34: CC(=O)c1ccc(NC(=S)NCc2ccco2)cc1
35: O=[N+]([O-])c1ccc(Nc2ccccc2F)nc1
36: O=Cc1ccc(OC(=O)C2CC(=O)N(c3ccc(F)cc3)C2)cc1 (centres undefined)
37: CCc1ccccc1NC(=O)C1CCCC1
38: COc1ccc(C(=O)NNC(=O)C(=O)Nc2ccc(C)c(Cl)c2)cc1
39: CCOc1ccc(NC(=O)COc2coc(CN3CCc4ccccc4C3)cc2=O)cc1
40: COc1cc(/C=C(\C#N)C(=O)Nc2nnc(C(F)(F)F)s2)ccc1OCc1ccc(C(F)(F)F)cc1C(F)(F)F
Screen / compound no.,33,34,35,36,37,38,39,40
POLK inh,7%,0%,5%,2%,4%,-2%,-11%,6.7µM*
12-LOX inh,1%,3%,-18%,0%,10%,5%,-16%,.
APEX1 inh,6.3µM*,-7%,9%,1%,.,2%,9%,0%
Apoferritin bind,-13%,-5%,?,-22%,.,-18%,.,-15%
RGS4 inh,18%,3%,-10%,-6%,-4%,-70%[56.9 µM],16%,19µM*
POLB inh,3%,51%[activator],-7%,0%,.,?,.,.
ERG Ets-DNA blk,-5%,-18%,4%,5%,9%,4%,10%,.
LDHA inh,4,-7,0,1,-3,-5,-1,.
POLH inh,-5%,-19%,-9%,-4%,-18%,-7%,11%,.

41: O=C(C[n+]1cccc(CNC(=O)c2ccc(OC(F)F)cc2)c1)c1ccccc1
42: Cc1ccc(CCNC(=O)c2cc3c(=O)oc4ccccc4c3s2)cc1
43: O=C(O)c1cccc(C(=O)O)c1Br
44: Cc1ccc(OCC(=O)Oc2ccccc2[N+](=O)[O-])cc1
Screen / compound no.,41,42,43,44
POLK inh,-8%,6%,0%,-9%
12-LOX inh,-17%,-31%,-5%,?
APEX1 inh,6%,.,17%,.
Apoferritin bind,-10%,-5%,-11%,.
RGS4 inh,45%,17%,10%,-6%
POLB inh,52%,12%,4%,.
ERG Ets-DNA blk,21%,0%,-3%,-4%
LDHA inh,-1,1,-1,-5
POLH inh,5%,-8%,-18%,-2%

Another view of part of the listing above:
No.	smiles	POLK inh	12-LOX inh	APEX1 inh	Apoferritin bind	RGS4 inh	POLB inh	ERG Ets-DNA blk	LDHA inh	POLH inh
26	Cc1ccccc1-c1nnc(-c2cccs2)o1	-9%	27%	?	?	25%	-16%	-14%	-10	-10%
27	Clc1cccc(Cl)c1COn1nnc2ccccc21	-13%	6%	2%	?	21%	0%	-30%	-4	-12%
